KDM5B inh = blocks human KDM5B histone demethylase activity; Q9UGL1; KDM5B demethylase, FDH-coupled NADH fluorescence (FDH is formaldehyde dehydrogenase); Potency, µM (doses to about 57.7 µM), without a hit: at the top dose activity change, negative = inhibition, usual class: inhibitors; hit rate 2.6% among 220,000; active = well fitted inhibition curve with a large enough effect; inconclusive = small, poorly fitted or top-dose-only effect; inactive = no such curve, though single readings can be large or run the other way; also: 0% is about no effect; nearly all actives have a fitted effect of over 70% in size
Target sequence (Q9UGL1 whole entry, looked up): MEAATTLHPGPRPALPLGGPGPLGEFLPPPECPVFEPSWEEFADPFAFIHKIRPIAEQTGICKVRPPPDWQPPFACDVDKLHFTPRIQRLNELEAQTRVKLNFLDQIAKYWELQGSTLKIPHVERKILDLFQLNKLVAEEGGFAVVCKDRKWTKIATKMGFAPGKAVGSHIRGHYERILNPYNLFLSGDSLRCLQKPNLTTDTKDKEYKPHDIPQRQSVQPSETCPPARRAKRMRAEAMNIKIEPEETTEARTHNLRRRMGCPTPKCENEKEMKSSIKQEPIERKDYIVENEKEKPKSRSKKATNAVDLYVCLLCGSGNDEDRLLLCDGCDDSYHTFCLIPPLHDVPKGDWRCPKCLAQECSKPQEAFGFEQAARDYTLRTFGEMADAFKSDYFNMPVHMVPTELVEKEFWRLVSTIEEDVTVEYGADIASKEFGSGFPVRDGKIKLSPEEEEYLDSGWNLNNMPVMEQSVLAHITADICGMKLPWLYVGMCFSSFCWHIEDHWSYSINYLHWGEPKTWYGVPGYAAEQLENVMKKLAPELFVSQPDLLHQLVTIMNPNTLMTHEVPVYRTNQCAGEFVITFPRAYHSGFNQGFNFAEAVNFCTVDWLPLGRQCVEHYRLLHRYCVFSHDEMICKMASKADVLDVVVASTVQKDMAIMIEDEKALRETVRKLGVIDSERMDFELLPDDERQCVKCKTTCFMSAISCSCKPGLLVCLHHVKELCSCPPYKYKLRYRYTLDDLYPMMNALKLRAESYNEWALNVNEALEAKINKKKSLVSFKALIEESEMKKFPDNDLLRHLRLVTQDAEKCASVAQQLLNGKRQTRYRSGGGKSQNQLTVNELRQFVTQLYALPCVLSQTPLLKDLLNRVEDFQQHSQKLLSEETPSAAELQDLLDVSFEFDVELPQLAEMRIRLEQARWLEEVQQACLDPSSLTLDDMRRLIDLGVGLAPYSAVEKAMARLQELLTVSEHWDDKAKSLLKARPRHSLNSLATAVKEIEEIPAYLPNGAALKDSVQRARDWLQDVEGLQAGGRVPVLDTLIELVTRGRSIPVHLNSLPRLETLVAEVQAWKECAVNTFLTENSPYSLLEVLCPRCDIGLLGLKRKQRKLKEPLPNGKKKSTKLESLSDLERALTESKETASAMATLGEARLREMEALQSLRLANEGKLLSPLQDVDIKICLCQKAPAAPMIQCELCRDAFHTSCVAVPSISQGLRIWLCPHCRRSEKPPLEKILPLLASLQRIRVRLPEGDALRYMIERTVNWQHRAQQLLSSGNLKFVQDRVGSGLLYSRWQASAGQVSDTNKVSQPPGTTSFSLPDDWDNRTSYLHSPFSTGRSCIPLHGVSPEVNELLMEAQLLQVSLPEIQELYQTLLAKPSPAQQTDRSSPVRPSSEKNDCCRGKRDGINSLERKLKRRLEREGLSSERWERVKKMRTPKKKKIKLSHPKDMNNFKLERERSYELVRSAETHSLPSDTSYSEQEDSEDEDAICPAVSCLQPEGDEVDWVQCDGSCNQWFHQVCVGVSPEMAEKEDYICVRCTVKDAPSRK
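KDM5BΔAP (200 nM final) in 50 mM HEPES pH 7.5, 0.01% Tween-20 was preincubated 10 min at RT with compound over a concentration range. Substrate mix (H3K4me3 12.5 µM, α-KG 25 µM, Fe²⁺, ascorbate, NAD⁺, FDH) was added, and NADH fluorescence change over 30 min gave dose-response curves.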
* hit, by the source's call; u = inconclusive; [ ] = remark or other dose. Potency is read from the fitted curve at half-maximal effect.

SMILES,KDM5B inh
CCC(C)NC(=O)Cn1nc(C)c2sc(-c3ccccc3)nc2c1=O (configuration not stated),8.9µM*
O=C(N[C@H]1CCN2C(=O)c3ccccc3NC(=O)[C@@H]2C1)c1cccs1,u
O=S(=O)(CCSc1nncs1)c1ccccc1,17%
OCc1cc(CC2(NCc3ccc(C(F)(F)F)cc3)COC2)no1,14%[86.2 µM]
COc1cccc(C(=O)N2CC(Oc3ccccc3-c3nc(-c4ccccc4)no3)C2)c1,u
CCOC(=O)c1cccc(NC(=O)CCC2CCCCC2)c1,-3%
CCc1ccccc1NC(=O)Cn1nc(C)c2nn(-c3ccc(Cl)cc3)c(C)c2c1=O,-49%
CC(OC(=O)Cc1n[nH]c(=O)c2ccccc12)C(=O)NC(N)=O (configuration not stated),13%
Cc1nn(-c2ccccc2)c(Oc2ccc(F)cc2F)c1CCC(=O)NCC1CC1,-18%
CC(C)C(=O)NCC(=O)N1CCC2(CC1)Nc1ccccc1NC2=O,-8%

Additional compounds:
SMILES,KDM5B inh
O=C(O)C(c1c[nH]c2cc(F)ccc12)N1CCN(CCOc2ccc(Cl)cc2)CC1 (configuration not stated),-21%
Cn1c(=O)n(CC(=O)N2CCCCCC2)c(=O)c2cc(S(=O)(=O)N3CCCCC3)ccc21,20%
COC(=O)Nc1ccc(CNCc2ccccn2)cc1,2%
CN1CC(=O)N(C2CCCNC2)Cc2c1ncnc2N1CCSCC1 (configuration not stated),u
CC(Sc1ccc(Cl)cc1)C(=O)Nc1ccc(C(C)C)cc1 (configuration not stated),-5%
O=C(O)C(c1c[nH]c2cc(OCc3ccccc3)ccc12)N1CCN(Cc2cccnc2)CC1 (configuration not stated),-4%
Cc1ccc2oc(C(=O)Nc3onc4c3CC(C)CC4)cc(=O)c2c1 (configuration not stated),3%
COCCN1C(=O)CC[C@]2(C(=O)NCc3cccc(F)c3)CCCC[C@@H]12,13%
CCOCCn1ccc2c(OCC(=O)Nc3ccc(C(N)=O)cc3)cccc2c1=O,u
COc1ccc(NC(=O)c2cc(C3CC3)nc3c2c(C)nn3-c2ccccc2)c(OC)c1,0%

Going on with the list:
SMILES,KDM5B inh
CCSc1nnc([C@@H](NC(=O)OC(C)(C)C)C(C)CC)o1 (some centres not stated),7%
O=C(NCC(=O)N1CCN(S(=O)(=O)c2c(Cl)cccc2Cl)CC1)NCc1ccccc1,17%
COCCCNC(=O)c1ccc2c(c1)nc(C)n2-c1cccc(C)c1,-4%
O=C(CSc1nnc2ccccn12)NC(=O)c1ccccc1Cl,319%[activator]
COc1cccc(CC(=O)N2CCN(c3nc(-c4ccc(Cl)cc4)no3)CC2)c1,6%
COCCN1C(=O)[C@@H]2C[C@@H](CN2CC2CC2)Oc2ccccc21,-23%[86.2 µM]
CCN(CC)CCNC(=O)CCc1cc2cc(OC)ccc2[nH]c1=O,28µM*
CC(C)(C)c1nc(C(=O)NCc2ccc(F)cc2)n2ccccc12,89µM*
O=C(Nc1ccccc1)c1c2c(nc3ccccc13)CCC2,12%
COc1ccccc1N(C(=O)c1snc(C(N)=O)c1N)C(C(=O)NC1CCCC1)c1ccc(N(C)C)cc1 (configuration not stated),1%

(cont.)
SMILES,KDM5B inh
O=[S+]1([O-])NCC2(CCN(CC3CC3)CC2)Oc2ncccc21,u
Fc1ccc(N/N=C/c2cccc(Cl)c2Cl)c(F)c1,10%
O=C(NC1CCN(S(=O)(=O)c2cccc([N+](=O)[O-])c2)CC1)C1CCCCC1,-13%
O=C(c1cc2c(s1)CCCCCC2)N1CCN(c2ncccn2)CC1,0%
Cc1ccc(NC(=O)C2CCc3ncc(-c4ccsc4)n3C2)cc1C (configuration not stated),5%
COc1cccc(CNC(=O)[C@@H]2C[C@@H](O)CN2C2CCN(C(=O)c3nccn3C)CC2)c1,-24%
CCC(=O)NC[C@@H]1CC[C@H]2C[C@@H]1C2(C)C,-8%[115 µM]
Cc1ccc2c(CN3CCN(C(=O)c4ccc(C)c(F)c4)CC3)cc(=O)oc2c1,0%
COc1cccc(NC(c2nnc(-c3ccccc3)o2)c2ccc(F)cc2Cl)c1 (configuration not stated),7%
Cc1ccc(/C=N/Nc2ccccc2C(F)(F)F)cc1,7%

(list continues)
SMILES,KDM5B inh
O=C(NCC1COCCO1)c1cc(COc2c(F)cccc2F)on1 (configuration not stated),u
COC(=O)c1[nH]c2ccc(C)cc2c1NC(=O)C(C)N1CCCC(C)(C)C1 (configuration not stated),u
CCOC(=O)C1=C(O)C(=O)N(c2ccccc2)C1c1ccccc1F (configuration not stated),-24%
O=C(Nc1ccccc1F)N1CC(c2nc(CCOCC3CC3)no2)C1,3%
COc1ccccc1Nc1nc(N)c(C(=O)c2c(C)cc(C)cc2C)s1,-3%
COc1ccc(C(=O)NCCn2ccn3nc(-c4cc(C)ccc4C)cc3c2=O)cc1OC,-32%
CCOC(=O)c1c(S(=O)(=O)N2CCCC2)nn(C)c1C,-9%
Cc1csc2nc(-c3cccc(NC(=O)c4cccc(F)c4)c3)cn12,u
Cn1cccc1C(=O)NC1CCc2nn(C)c(=O)n2CC1 (configuration not stated),8%
C[C@@H](NC(=O)N1CCOC[C@H]1c1ncc(-c2ccc(F)cc2)[nH]1)c1ccccc1,10%[86.2 µM]

Next part
SMILES,KDM5B inh
CCN1CCCC2(Cc3ccccc3CN(C(=O)c3ccccc3)C2)C1 (configuration not stated),u
COc1ccc(-c2nn(CCC#N)cc2C(=O)Nc2cccc(C(=O)O)c2)cc1[N+](=O)[O-],21%
COc1ccccc1CNC(=O)Cn1c(=O)oc2ccccc21,-8%
CS(=O)(=O)N1CCCC(C(=O)NCCc2cccnc2)CCNC(=O)CC1 (configuration not stated),-17%
O=C(O)CC12CC3CC(C1)CC(n1ncc(NCc4ccc(F)cc4)c(Cl)c1=O)(C3)C2,7%
CCOC(=O)C1=C(C)N=C2SC=C(CC(=O)N3CCCC3)N2C1c1cccc(F)c1 (configuration not stated),u
COc1ccccc1N1CCN(CC(O)COc2ccc(C)cc2C(C)(C)C)CC1 (configuration not stated),u
CCN(CC)CCCNC(=O)c1cccs1,10%
O=C(NCCCn1ccnc1)c1ccc2nccnc2c1,-3%
O=C(c1nccc2ccccc12)N1CCc2c(nc(-c3ccc(F)cc3)[nH]c2=O)C1,u

Other compounds:
SMILES,KDM5B inh
CC(=O)c1ccc(NC(=O)CCc2c(C)nc3c(c(C)nn3-c3ccc(C)cc3)c2C)cc1,u
COc1ccc(-n2nc3c(N4CCCC(C(=O)NCc5cccc(F)c5)C4)nnc(C)c3c2C)cc1 (configuration not stated),u
COCCCNC(=O)CCn1c(=O)c2ccccc2n(CC(=O)Nc2cc(Cl)ccc2OC)c1=O,-44%
O=C(CCC1CCN(Cc2ccc(Cl)s2)CC1)N1CCN(c2ccccc2)CC1,11%
O=C1c2c(nc(COc3ccc4c(c3)OCO4)n2Cc2ccccc2)NCCN1CC1CCOCC1,3%
CCN(C(=O)Cn1nc(C(N)=O)c2ccccc2c1=O)C1CCCC1,6%
CSc1ccc(CNC(=O)C2(c3ccc(NS(C)(=O)=O)cc3)CCCCC2)cc1,5%
Cc1ccc(N=Nc2cc(C)ccc2O)c(C)c1,21%
COc1ccc(/C(C)=N/O)c(F)c1,15%
CC1(C(=O)N2CCc3ccccc3C2)CCCCC(=O)N1 (configuration not stated),-14%

4 records drawn at random from the list so far, as already listed:
SMILES,KDM5B inh
COc1ccc(-n2nc3c(N4CCCC(C(=O)NCc5cccc(F)c5)C4)nnc(C)c3c2C)cc1 (configuration not stated),u
Cc1ccc(N=Nc2cc(C)ccc2O)c(C)c1,21%
O=C(CCC1CCN(Cc2ccc(Cl)s2)CC1)N1CCN(c2ccccc2)CC1,11%
CC1(C(=O)N2CCc3ccccc3C2)CCCCC(=O)N1 (configuration not stated),-14%

(continued)
SMILES,KDM5B inh
CC1(C)Cc2cccc(OCc3ccc(C(=O)NC4CCCC4)cc3)c2O1,-9%
COc1ccc(C(=O)N2CC3CC(C2)[C@H]2CCCC(=O)N2C3)cc1F (some centres not stated),-7%
O=C1Nc2ccc(-c3cccc(C(F)(F)F)c3)cc2C(=O)N2CCN(C(=O)NC3CCCCC3)C[C@H]12,u
Cc1ccc(C(=O)NC2CCN(c3cnn(C)c(=O)c3)CC2)cc1C,17%
COc1ccc(CN2CCCC3(CC(c4cccc(C(F)(F)F)c4)=NO3)C2)cc1 (configuration not stated),u
O=C(O)C1(Cc2nc3ccccc3s2)CCCC1,-12%
COCCN1Cc2[nH]nc(-c3ccccc3OC)c2CC1=O,u
O=C(CC1CCOC2(CCN(C(=O)c3ccccc3)CC2)C1)NC1CC1 (configuration not stated),6%
COCCc1nn2c(=O)cc(COC(=O)COc3ccccc3C)nc2s1,-3%
Cc1cccc(C)c1NC(=O)CC(C)(C)CC(=O)O,21%

Additional records:
SMILES,KDM5B inh
CCOc1ccc(-c2nc3ccccc3c(=O)o2)cc1,-3%
CCNc1ncnc2sc3c(c12)CCN(Cc1ccc[nH]1)C3,28µM*
CCOC(=O)c1cccc(NC(=O)N2Cc3ccccc3Oc3ncccc32)c1,u
Cc1ccc(SCc2ccc(C(=O)Nc3c(C)cc(C)cc3C)cc2)cc1,16%
CC1CCCN(c2c3c(nc4ccccc24)CCCC3)C1 (configuration not stated),-11%
Cc1ccc(C(=O)N2CCCN(S(=O)(=O)c3ccccc3)CCC(=O)NCC2)cn1,17%
Cc1ccccc1C(=O)Nc1nc2nc(C)c(C)c(=O)n2[nH]1,u
COc1ccccc1CCC(=O)N1[C@@H]2CC[C@H]1CC(NC(=O)c1ccncc1)C2 (some centres not stated),-2%
COc1ccccc1-c1[nH]nc2ncc(-c3ccccc3F)nc12,35µM*
CC1=C(c2ccc(Cl)cc2)S(=O)(=O)N=C1N1CCN(c2cccc(C)c2)C(C)C1 (configuration not stated),-7%

Next section
SMILES,KDM5B inh
CCCCCn1c(CN2CCN(c3cccc(Cl)c3)CC2)nc2c1c(=O)n(C)c(=O)n2C,-11%
N#Cc1cn(CC(=O)NC2CCCCC2)c2ccccc12,11%
CN(C)CCNCc1ccc2c(c1)OCO2,-10%
COc1ccc(OCCOC(=O)CCC(=O)c2ccc3c(c2)OCCO3)cc1,1%
Cc1cc(C(=O)N2CC(c3nnc(-c4ccncc4)o3)C3(CCOCC3)C2)nn1C (configuration not stated),-11%
CNC1CCOc2ccccc21 (configuration not stated),-16%[149 µM]
O=C(O)c1ccc(-c2ncccn2)cc1,-16%[230 µM]
CC1(C)Cc2c(sc3c2c(=O)n(CCO)c(=O)n3CCCc2ccccc2)CO1,19%
Cc1cc(C[C@@H]2COC[C@@H]2NC(=O)c2ccccc2-c2ccc(F)cc2)on1,4%
COc1ccc(-c2nc3ccc(NS(=O)(=O)c4ccc(C)cc4)cc3o2)cc1,u

Next results
SMILES,KDM5B inh
O=C(Nc1ccc(-c2nc3ccccc3o2)c(O)c1)c1ccccc1,-144%
O=C(CCc1cc2ccccc2[nH]c1=O)NCc1ccco1,u
Cc1ccc(C)c(OCC(O)Cn2nc(-c3ccco3)oc2=O)c1C (configuration not stated),-7%
CC(C)(C)C1CCc2c(sc(/N=C/c3ccc(I)s3)c2C#N)C1 (configuration not stated),16%
CCCCCCCCCCSCC(=O)OCC(=O)c1ccc(-c2ccccc2)cc1,10%
Cc1ccc(CN(Cc2ccco2)C(=O)c2ccc(Cl)cc2)o1,u
Cc1ncsc1C(=O)NC1CC(c2cc(=O)[nH]c(N3CCCC3)n2)C1 (configuration not stated),-9%
CCOc1cccc2c(C)nc(Nc3nc(C)c(CC)c(=O)[nH]3)nc12,18%
Cc1nc2ccc(C(=O)NC3CCN(Cc4ccccc4)CC3)cc2nc1C,0%
CCCn1c(CN2CCN(c3cccc(Cl)c3)CC2)nc2c1c(=O)n(C)c(=O)n2C,17%

In another format: 4 of the compounds above
KDM5B inh | mol
16% | CC(C)(C)C1CCc2c(sc(/N=C/c3ccc(I)s3)c2C#N)C1 (configuration not stated)
10% | CCCCCCCCCCSCC(=O)OCC(=O)c1ccc(-c2ccccc2)cc1
u | Cc1ccc(CN(Cc2ccco2)C(=O)c2ccc(Cl)cc2)o1
-9% | Cc1ncsc1C(=O)NC1CC(c2cc(=O)[nH]c(N3CCCC3)n2)C1 (configuration not stated)

Carrying on.
SMILES,KDM5B inh
CCOc1ccccc1NC(=O)Cc1nc(-c2cccs2)oc1C,u
COc1cc(NC(=O)COC(=O)c2cccc(S(=O)(=O)N3CCc4ccccc43)c2)cc(OC)c1,-16%
Cc1cccc(N(C(=O)CNC(=O)c2ccco2)C(C(=O)NC2CCCC2)c2cccnc2)c1C (configuration not stated),13%
Fc1ccc(C2=Nc3ccc(Cl)cc3NC(c3cccs3)=N2)cc1,-27%
O=C(N[C@@H](Cn1cc(Cl)c(=O)[nH]c1=O)C(=O)O)C1CCCCC1,u
CC1(C)Cc2ccccc2-c2nnc(-c3ccccn3)n21,-13%
CNC(=O)c1cn2c(n1)CN(C(C)=O)CC2,1%[230 µM]
CCc1cccc(NC(=O)C2CCN(C(=O)c3nnn4c3COC(c3ccc(C)cc3)C4)CC2)c1 (configuration not stated),-11%
COc1ccccc1CNC(=O)CSC1=Nc2ccccc2N=C(c2ccc(F)cc2)C1,-22%
CCOC(=O)C(C)Sc1nnc(CSc2ncccn2)n1-c1ccc(F)cc1 (configuration not stated),15%
Cc1ccc(CNC(=O)c2cnn(C)c2-n2cccc2)cn1,19%
COC(=O)C(=C/C=C/c1ccccc1)C(=O)OC,-3%
CCCCn1c(N)c(N(CC)C(=O)c2cc(CC)c(C)s2)c(=O)[nH]c1=O,-3%

Source: PubChem BioAssay (National Center for Advancing Translational Sciences (NCATS))

Only part of the results is shown; rates above refer to the full screens.
